Source: PubChem BioAssay (National Center for Advancing Translational Sciences (NCATS))
Luc counter = Counterscreen for Luciferase (Kinase-Glo TM) Inhibition | Luciferin 4-monooxygenase (Photuris pensylvanica), Q27757 | Kinase-Glo luciferase, ATP luminescence, 8 min | Potency, µM (titrated, usually from 38.3 µM), inactives show at the highest dose activity change, negative = inhibition, actives largely listed as inhibitors | 200,000 compounds, 0.28% hits | AID 1379, 2008; further: potency means the concentration at half of the fitted maximal effect; on the % scale 0 is the no-effect control and ±100 the full control effect; nearly all actives have a fitted effect of over 60% in size
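Compounds were added to a substrate mix at pH 7.2 (50 mM imidazole, 10 uM ATP, within the enzyme's linear range), followed by Kinase-Glo detection reagent; luminescence was measured after 8 minutes at ambient temperature.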
NPSR antagonist = qHTS Assay for Antagonists of the Neuropeptide S Receptor: cAMP Signal Transduction; AID 1461, 2008; 220,000 compounds, 1% hits; Potency, µM (series often up to 38.3 µM), without a hit: at the highest dose activity change, negative = inhibition, hits mostly inhibitors; CHO-NPSR cells, cAMP TR-FRET, antagonist mode; further: potency means the concentration at half of the fitted maximal effect; on the % scale 0 is the no-effect control and ±100 the full control effect; nearly all actives have a fitted effect of over 50% in size; many of its hits are not listed in these tables
Target sequence (Q6W5P4 whole entry, looked up): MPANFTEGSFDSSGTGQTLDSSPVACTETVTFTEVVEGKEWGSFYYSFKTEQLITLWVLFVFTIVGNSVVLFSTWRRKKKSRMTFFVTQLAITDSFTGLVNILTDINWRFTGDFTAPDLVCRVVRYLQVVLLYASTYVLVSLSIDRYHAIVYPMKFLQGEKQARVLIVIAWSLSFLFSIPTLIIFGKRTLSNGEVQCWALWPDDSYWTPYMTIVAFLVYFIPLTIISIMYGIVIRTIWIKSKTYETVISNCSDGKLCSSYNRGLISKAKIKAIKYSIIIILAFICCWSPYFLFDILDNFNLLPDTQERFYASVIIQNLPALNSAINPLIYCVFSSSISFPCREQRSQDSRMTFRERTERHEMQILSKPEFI
LMNA splice mod = qHTS Assay for Modulators of Lamin A Splicing; Potency, µM (doses to about 46.1 µM), without a hit: at the highest dose ratio change, negative = inhibition, actives largely listed as inhibitors; HeLa LMNA splicing GFP/RFP minigene ratio, 48 h; AID 1487, 2009; 200,000 compounds, 0.01% hits; active means well fitted inhibition curve with a large enough effect in the signal ratio, with a control signal flat, not every such curve was filed as active; inconclusive means small, poorly fitted or top-dose-only effect, or effect the other way, or a change in a side signal; the % refers to the signal ratio; further: potency means the concentration at half of the fitted maximal effect; on the % scale 0 is the no-effect control and ±100 the full control effect
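Read-out is the ratio of GFP to DsRed2 object intensity, acquired by 488 nm laser-scanning cytometry on HeLa lamin A-EGFP minigene reporter cells. Compound incubation 48 hrs at 37 °C in Opti-MEM with 2% FBS; DMSO 0.5% final.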
CBFb-RUNX1 inh = qHTS Assay for Compounds Blocking the Interaction Between CBF-beta and RUNX1 for the Treatment of Acute Myeloid Leukemia | AlphaScreen CBFb-His/RUNX1-biotin binding, biochemical | AID 1477, 2009 | Potency, µM (top dose mostly 59.8 µM), for inactives: at the top dose activity, negative = inhibition, hits mostly inhibitors | Runt-related transcription factor 1 (Homo sapiens) + Core-binding factor subunit beta … | 230,000 tested, under 10 active; further: % of control where 0% means no effect
Target sequence (Q01196 whole entry, looked up): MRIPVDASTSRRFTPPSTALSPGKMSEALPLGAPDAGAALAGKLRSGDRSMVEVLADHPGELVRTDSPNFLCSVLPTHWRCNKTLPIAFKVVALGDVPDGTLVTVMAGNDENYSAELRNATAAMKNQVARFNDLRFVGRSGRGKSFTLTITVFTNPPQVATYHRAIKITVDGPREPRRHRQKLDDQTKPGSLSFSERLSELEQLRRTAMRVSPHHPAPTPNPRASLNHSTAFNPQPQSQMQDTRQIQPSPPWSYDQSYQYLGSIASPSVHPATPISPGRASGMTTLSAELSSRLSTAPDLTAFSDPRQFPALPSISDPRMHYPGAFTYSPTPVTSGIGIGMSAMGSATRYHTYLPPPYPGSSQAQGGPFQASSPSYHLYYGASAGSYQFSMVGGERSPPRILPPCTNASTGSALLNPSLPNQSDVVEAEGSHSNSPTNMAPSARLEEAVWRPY
Target sequence (Q13951 whole entry, looked up): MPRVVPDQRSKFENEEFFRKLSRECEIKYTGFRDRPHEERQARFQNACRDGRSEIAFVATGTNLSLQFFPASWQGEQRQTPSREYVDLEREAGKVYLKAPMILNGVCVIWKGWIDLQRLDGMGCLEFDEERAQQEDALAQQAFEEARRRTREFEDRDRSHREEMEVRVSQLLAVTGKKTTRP
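AlphaScreen binding: CBFb-His and RUNX1-biotin (30 nM each) preincubated 20 min, compound added for 15 min, then nickel and streptavidin beads for 90 min, all at room temperature. Disruption of the interaction by any mechanism counts as activity.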
Epigenetic reg = Quantitative High-Throughput Screen for Regulators of Epigenetic Control; murine LDR cells, GFP reporter derepression, 30 h; Potency, µM (titrated, usually from 53.9 µM), without a hit: at the highest dose GFP activation, actives largely listed as activators; AID 1865, 2009; 280,000 compounds, 0.2% hits; further: potency means the concentration at half of the fitted maximal effect; % of control where 0% means no effect; nearly all actives have a fitted effect of over 60% in size
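Murine LDR cells carrying a silenced, genomically integrated CMV-driven GFP reporter were exposed to compound for 30 hours at 37 C. After PBS washes, GFP-positive cells (20–120 um objects) were counted by laser-scanning microplate cytometry.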
HttQ103 aggreg = qHTS Multiplex Assay to Identify Dual Action Probes in a Cell Model of Huntington: Aggregate Formation (GFP); PC12 HttQ103-GFP aggregates, Acumen cytometry, 40 h; Potency, µM (titrated, usually from 46.1 µM), for the others: top-dose activity change, negative = inhibition, usual class: inhibitors; 220,000 compounds, 1.1% hits; AID 1688, 2009; further: potency means the concentration at half of the fitted maximal effect; on the % scale 0 is the no-effect control and ±100 the full control effect; nearly all actives have a fitted effect of over 60% in size
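Huntingtin Q103 exon 1–GFP aggregates in induced PC12 cells (100 nM tebufenozide) were quantified by cytometry from lysates, with compounds dosed in titration.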
IMPase Li cell = qHTS Assay for Identifying the Cell-Membrane Permeable IMPase Inhibitors: Potentiation with Lithium; Potency, µM (doses to about 59.4 µM), inactives show at the highest dose activity, negative = IMPase inhibition, most hits filed as inhibitors; CHO-M1 cells, IP1 TR-FRET (IP-One), carbachol + lithium; 210,000 compounds, 0.35% hits;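 further: IP1 builds up when IMPase is blocked and the TR-FRET signal falls; potency means the concentration at half of the fitted maximal effect; plate controls were basal vehicle for no effect and high inhibitor control for full effect; nearly all actives have a fitted effect of over 50% in size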
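CHO cells stably expressing M1 receptor (2000/well) were cultured 16–30 h, then exposed to compounds with a small lithium addition for 30 min at 37C. IP1 was measured by TR-FRET competition; AC50 from Hill fits.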
* = called active by the depositor; ? = inconclusive; . = no result given; [ ] = dose if it differs, or a comment. Unless noted, the call rests on the fitted dose curve; in most records, active means well fitted curve in the direction sought with a large enough effect; inconclusive means small, poorly fitted or top-dose-only effect, or another doubt; inactive means no such curve, though single readings can be large; an effect the other way counts as inactive or inconclusive. Only part of the results is shown, so the mix of outcomes need not match the whole.

mol	LMNA splice mod	Luc counter	NPSR antagonist	CBFb-RUNX1 inh	Epigenetic reg	IMPase Li cell	HttQ103 aggreg
CCOc1ccc2nc(C)cc(C(=O)O)c2c1	-1%	-7%	-4%[46.1 µM]	4%	-0.8%	-5%[38.3 µM]	16%
Oc1ccccc1/C=N/N1CCCCC1	0%[46 µM]	-5%	12%	-2%	-0.2%	3%	2%
Cc1cc(C)cc(C(=O)NCC(=O)OCC(=O)Nc2cccnc2Cl)c1	-4%[46 µM]	2%	19%	18%	-0.3%	1%	?
CN1CCN(C(=O)/C(C#N)=C/c2ccc(OC(F)F)cc2)CC1	.	.	1%	11%	-0.9%	.	-15%[9.22 µM]
O=C(c1nc2ccccn2c1CN1CCCC(OCc2ccccc2)C1)N1CCCC1 (configuration not stated)	.	0%	10%	3%	1.7%	4%	1%[9.22 µM]
COc1cc(NC(=O)CSc2nnc(NC(C)C)s2)cc(OC)c1OC	-13%[46 µM]	1%	9%	3%	0.0%	11%	-3%
CCOC(=O)c1c(N)n[nH]c1-c1ccc(OC)cc1	2%	1%	0%[46.1 µM]	22%	-1.1%	16%[38.3 µM]	?
O=C(NCc1ccccc1)c1cccc(NS(=O)(=O)c2cccc3cccnc23)c1	-5%	1%	5%	2%	-0.3%	-3%	27%
Cn1c2c(c(=O)n(C)c1=O)C(c1ccc(O)cc1)Nc1ccccc1O2 (configuration not stated)	-2%	-2%	-1%[46.1 µM]	-2%	-1.5%	0%[38.3 µM]	-1%
Cc1nc(N2CCN(C(=O)c3ccco3)CC2)c2c3c(sc2n1)CC(C)CC3 (configuration not stated)	?	-6%	?	-12%	-5.4%	26%	0%[9.22 µM]
CC(C)c1ccc(NC(=O)COc2ccc(C3SCCS3)cc2)cc1	.	.	3%	13%	-2.4%	.	-8%[9.22 µM]
CCO[C@@H]1OC(C(=O)O)=C[C@H](c2csc3ccccc23)[C@H]1CCCO	.	.	-5%	1%	10%	-8%	3%[9.22 µM]
CCOC(=O)C1(C(=O)OCC)CC1c1ccccc1 (configuration not stated)	-8%	3%	-3%[46.1 µM]	9%	0.6%	19%[38.3 µM]	-8%
COc1cc(NC(=O)c2ccc([N+](=O)[O-])cc2)ccc1NC(=O)C(C)C	.	2%	-17%	5%	1.5%	9%	-13%
CCOC(=O)N1CCN(C(=O)c2ccccc2N(C)S(C)(=O)=O)CC1	15%	-2%	-11%[46.1 µM]	4%	0.0%	11%[38.3 µM]	3%
Nc1nc(SCC(=O)NCCCN2CCOCC2)nc2sc3c(c12)CCC3	5%	-3%	-1%[46.1 µM]	-1%	0.0%	0%[38.3 µM]	25%
Clc1ccc(C[n+]2csc3ccccc32)cc1	8%	-4%	-20%	?	7.0%	-3%	1%
Cc1sc2nc(SCC(=O)NCc3cccs3)[nH]c(=O)c2c1C	?	1%	?	-2%	0.7%	2%[38.3 µM]	-27%
O=C(NCCO)/C(=C/c1cccc([N+](=O)[O-])c1)NC(=O)c1ccco1	.	1%	15%	-6%	-2.2%	13%	-2%
COC(=O)C1=CN(CCCN2CCCC2=O)C=C(C(=O)OC)C1c1cccs1	1%	0%	-8%[46.1 µM]	1%	-0.7%	-8%[38.3 µM]	18%
NC(CSCc1cccc(Br)c1)C(=O)O (configuration not stated)	5%[46 µM]	-3%	-9%	-4%	0.0%	7%	10%
CCOc1ccc2nc(SCC(=O)N3CCN(C(=O)c4ccco4)CC3)sc2c1	-18%	-3%	-13%[46.1 µM]	-2%	-1.0%	25%[38.3 µM]	1%
CC(N)CCCP(=O)(O)O (configuration not stated)	.	.	.	6%	1.1%	3%	.
Cc1ccc(C(c2sc3nc(C)nn3c2O)N2CCN(C(=O)c3ccco3)CC2)cc1 (configuration not stated)	2%	1%	1%[46.1 µM]	3%	0.0%	0%	5%
CCCNC(=S)NCc1ccc(Cl)cc1	-12%	-3%	5%	-5%	-3.0%	-12%	10%

Later entries
mol	LMNA splice mod	Luc counter	NPSR antagonist	CBFb-RUNX1 inh	Epigenetic reg	IMPase Li cell	HttQ103 aggreg
CCCCCC1NC(=O)NC1CCCCCC(=O)O (configuration not stated)	12%	2%	-8%[46.1 µM]	8%	0.9%	0%[38.3 µM]	-10%
O=C(COc1ccc(N2C(=O)c3ccccc3C2=O)cc1)c1ccccc1	-10%	0%	9%	-3%	-3.0%	3%	-3%
CCOc1ccccc1OCC(=O)NCCc1ccc(S(N)(=O)=O)cc1	.	4%	6%	4%	-1.8%	-3%	10%
CCOc1ccc(-c2nn3c(-c4ccc(OC)cc4)nnc3s2)cc1	-3%	-5%	-5%[46.1 µM]	1%	-0.2%	-3%[38.3 µM]	5%
COc1ccc(S(=O)(=O)Nc2cc(Cl)ccc2OC)cc1	?	-9%	11%[46.1 µM]	1%	4.8%	-5%[38.3 µM]	-12%
COc1ccc(CC(=O)NC2CC(C)(C)NC(C)(C)C2)cc1	-3%	0%	15%[46.1 µM]	7%	-1.2%	-3%	-4%
CSCCC1NC(=O)N(CC(=O)Nc2ccc(-c3ccccc3)cc2)C1=O (configuration not stated)	.	.	-6%	-2%	-1.3%	.	-6%[9.22 µM]
O=C(CN(C1CCCCC1)S(=O)(=O)c1ccccc1)N1CCCC1	11%	-2%	0%[46.1 µM]	9%	0.0%	26%[38.3 µM]	-5%
O=C(Nc1cccc2c1C(=O)NC2=O)c1cccnc1Cl	.	-3%	-31%	-9%	-1.2%	20%	-4%
O=C(CCc1ccccc1)Nc1ccccc1C(=O)N1CCOCC1	?	0%	-10%	2%	-1.4%	6%	-23%[9.22 µM]
O=C(N/N=C/c1c(F)c(F)c(F)c(F)c1F)c1cccc(S(=O)(=O)N2CCOCC2)c1	-17%[46 µM]	0%	-12%	-6%	-0.3%	-6%	-18%
Cc1cc(N/N=C/c2ccccc2)nc(N2CCOCC2)n1	.	.	-8%	-7%	0.1%	.	18%[9.22 µM]
CC(C)CN1CN(Cc2ccco2)CNC1=S	-6%	3%	26%	-1%	-0.9%	-8%	-24%
Nn1c(SCc2cn3ccccc3n2)nnc1-c1ccncc1	1%[46 µM]	2%	8%	3%	-3.8%	1%	3%
Cc1ccc(NC(=S)Nc2ccc(F)cc2)c(C)c1	-6%[46 µM]	-2%	-2%	4%	-4.1%	-2%	15%
CCOC(=O)c1cc2occc2n1CC(=O)NCCOC	-3%	-2%	-11%[46.1 µM]	8%	0.0%	3%	4%
O=C(/C=C/C=C/c1ccccc1)c1ccco1	.	.	-16%	-12%	1.6%	.	14%[9.22 µM]
COc1ccc(-c2cc(C3CCN(c4ncccc4[N+](=O)[O-])CC3)[nH]n2)cc1	-17%	16%	-9%[46.1 µM]	-27%	-1.0%	?	?
O=C(CCS(=O)(=O)c1cccc2nonc12)NC1CCCCCC1	-6%	-1%	4%[46.1 µM]	-1%	2.4%	?	-5%
O=C(CCN1C(=O)COc2ccccc21)NCc1cccs1	10%[0.0737 µM]	3%	11%[46.1 µM]	3%	-0.9%	-7%[38.3 µM]	1%
Cc1ccc(NC(=O)c2cccs2)cc1S(=O)(=O)N(C)C	?	-2%	5%	12%	1.3%	-2%	15%
S=c1[nH]nc(Nc2cccc(Cl)c2)s1	.	.	-9%	-1%	-0.2%	6%	2%
CCOc1cc(C=O)cc(Br)c1OCC(=O)NCCc1ccccc1	?	4%	-45%	-4%	-1.2%	0%	15%
COc1cc(C(=O)Nc2nnc(C)s2)cc(OC)c1OC	-15%	2%	-9%[46.1 µM]	4%	0.9%	-9%[38.3 µM]	12%
Fc1ccccc1N1CCN(c2cnc3ccccc3n2)CC1	?	-3%	?	?	-1.6%	0%[38.3 µM]	-7%

Next records follow.
mol	LMNA splice mod	Luc counter	NPSR antagonist	CBFb-RUNX1 inh	Epigenetic reg	IMPase Li cell	HttQ103 aggreg
Cc1cccc(NC(=O)C(C)Oc2ccccc2C)n1 (configuration not stated)	6%	3%	-14%[46.1 µM]	16%	0.1%	7%[38.3 µM]	12%
O=C1C(c2ccccc2)C(c2ccccc2)NC(c2ccccc2)C1c1ccccc1 (configuration not stated)	-4%	8%	-18%[46.1 µM]	2%	-2.1%	17%[38.3 µM]	-9%
COc1cc(-c2nc3ccc4ccccc4c3c3c2CCC3)cc(OC)c1O	?	2%	-29%	-14%	1.1%	10%	5%
O=c1[nH]c(C2C3CC4CC(C3)CC2C4)nc2ccccc12 (configuration not stated)	-15%	-2%	-5%	-21%	4.8%	-1%	20%
Nc1nc(SCc2ccc([N+](=O)[O-])cc2)c2ncn([C@@H]3O[C@H](CO)[C@H](O)[C@H]3O)c2n1	-18%	-2%	-14%[46.1 µM]	?	0.0%	-18%	.
CCC1CCCCN1CCCNC(=O)c1cc2c(=O)[nH]c3ccccc3c2n1C (configuration not stated)	?	0%	18%	5%	-4.8%	16%	?
CCCOc1ccc(/C=C/C(=O)Nc2ccc([N+](=O)[O-])cc2C)cc1	1%	2%	-1%[46.1 µM]	3%	0.0%	-20%[38.3 µM]	4%
Clc1ccc(-c2c[n+]3c(n2-c2ccccc2)SCC3)cc1	?	4%	3%	13%	-3.8%	32%[activator]	?
CC1(OC(=O)c2ccc(Cl)nc2)C(=O)C=C2C=C(C3CC3)OC=C2C1=O (configuration not stated)	.	-3%	.	-11%	-0.3%	3%	.
O=C(O)COCc1nc2ccccc2s1	.	.	7%	4%	-2.6%	.	-8%[9.22 µM]
CC(C)C[C@H](NC(=O)c1nc[nH]c1C(=O)N[C@@H](CC(C)C)C(=O)OC(C)(C)C)C(=O)OC(C)(C)C	.	.	?	9%	15%	.	1%[9.22 µM]
O=C(CCS(=O)(=O)c1ccc(Br)cc1)Nc1ccccn1	2%	1%	1%	-20%	-1.8%	2%	-11%
O=c1oc(/C=C/c2ccccc2)nc2sc3c(c12)CCC3	-1%	-23%	-14%[46.1 µM]	-3%	-0.8%	40%[38.3 µM]	5%
